Screening data deposited in PubChem by National Center for Advancing Translational Sciences (NCATS).
HT1080 IDH1KD tx: HT-1080 IDH1 knockdown cell toxicity (counter line) | Potency, µM (titrated, usually from 46.1 µM), for the others: at the top dose activity, negative = toxicity, actives largely listed as cytotoxic | 2% of 360,000 active | HT-1080 IDH1 knockdown viability, ATP luminescence, 48 h;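 note: potency is the fitted concentration of half-maximal effect; 0% = DMSO wells and -100% = cell-free medium wells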
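Assay cells: HT-1080 with IDH1 knockdown, 750 per well, RPMI/5% FBS. Exposure: 48 h at 37 °C following 2 h pre-incubation. Read: CellTiter-Glo luminescence; fitted concentration-response, curve class assigned.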
HT1080-NT tox: kills 2HG-producing HT-1080-NT fibrosarcoma cells; HT-1080-NT fibrosarcoma viability, CellTiter-Glo ATP luminescence, 48 h; 1.6% of 360,000 active; Potency, µM (doses to about 46.1 µM), inactives show at the highest dose activity, negative = less viability, hits mostly cytotoxic;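 note: NT is the 2HG producing partner of a matched IDH1 knockdown line; potency is the fitted concentration of half-maximal effect; 0% = DMSO-treated cells and -100% = media-only wells without cells; nearly all actives have a fitted effect of over 55% in size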
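750 cells/well, RPMI + 5% FBS; 2 h settle, compound pin-transfer, 48 h at 37 degrees C. CellTiter-Glo 10 min RT, luminescence. Normalized to DMSO and media-only wells.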
ATXN2 expr inh: reduces ATXN2 reporter expression in HEK-293 cells; Potency, µM (titrated, usually from 57 µM), without a hit: at the top dose activity change, negative = inhibition, usual class: inhibitors; 0.72% of 360,000 active; AID 1745845; HEK-293 ATXN2-luciferase reporter, luminescence, 24 h; note: potency is the fitted concentration of half-maximal effect; % is set by controls: 0 for no effect and ±100 for the full control effect; nearly all actives have a fitted effect of over 55% in size
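qHTS (up to 57 uM final) was run with 24 h compound exposure of reporter cells at 37 °C. Each well was multiplexed: SteadyGlo luminescence measured ATXN2-luciferase expression after a fluorogenic Gly-Phe-AFC viability readout (25 uM final).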
MCF10A rereplic: DNA re-replication induction in MCF 10a cells. MCF 10A DNA re-replication, Hoechst nuclear intensity, 48 h. Potency, µM (titrated, usually from 46.1 µM), for inactives: top-dose activity, positive = re-replication, usual class: activators. 2.9% of 350,000 active; note: potency is the fitted concentration of half-maximal effect; % of control where 0% means no effect; nearly all actives have a fitted effect of over 50% in size
S2 tox: cell viability loss in ATXN counter-screen | S2 cells (HEK-293 line with an ATXN2-luciferase reporter) viability, CellTiter-Fluor protease fluorescence, 24 h | Potency, µM (highest dose often 56.7 µM), usual class: cytotoxic | 0.49% of 400,000 active | AID 651635; note: potency is the fitted concentration of half-maximal effect; nearly all actives have a fitted effect of over 40% in size
IL-1B inflam inh: blocks inflammasome-driven IL-1 beta release. THP-1 LPS/ATP IL-1B secretion, AlphaLISA, 16 h; hits give low values. activity change, % at 57.5 µM. 4.7% of 360,000 active; in the data active = activity change below about -50%; inconclusive = mostly about -30% to -49%; note: % is set by controls: 0 for no effect and ±100 for the full control effect
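Secreted IL-1B measured by AlphaLISA bead assay after 16 h compound exposure of THP-1 cells; compounds (final up to 57.5 uM) added 1 h before LPS (250 ng/mL) and ATP (1.25 mM) stimulation; lower signal means less secretion.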
SW480 rereplic: DNA re-replication induction in SW480 cells; SW480 DNA re-replication, Hoechst DNA content imaging, 48 h; 1.8% of 340,000 active; AID 624297; Potency, µM (top dose mostly 46.1 µM), without a hit: at the highest dose re-replication activation, hits mostly activators; note: potency is the fitted concentration of half-maximal effect; % of control where 0% means no effect; nearly all actives have a fitted effect of over 55% in size
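Treated cells incubate 48 hr (37 C, 5% CO2), are stained 40 min with Hoechst, and nuclear fluorescence is enumerated; a rise in nuclei with high DNA signal marks re-replication.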
KB-3-1 tox: KB-3-1 parental cell cytotoxicity | 1.4% of 400,000 active | KB-3-1 viability, CellTiter-Glo ATP luminescence, 72 h | Potency, µM (series often up to 46.1 µM), without a hit: at the top dose activity change, negative = cytotoxic, usual class: cytotoxic; note: potency is the fitted concentration of half-maximal effect; % is set by controls: 0 for no effect and ±100 for the full control effect; nearly all actives have a fitted effect of over 60% in size
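Screening of KB-3-1 cells (DMEM, 10% FBS, phenol-red free) ran from lowest to highest compound concentration; after 72 h at 37 °C viability was read luminescently and curves fitted.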
KB-V1 MDR tox: kills drug-selected multidrug resistant KB-V1 cells | Potency, µM (highest dose often 46.1 µM), without a hit: top-dose activity change, negative = cytotoxicity, actives largely listed as cytotoxic | 3.4% of 400,000 active | AID 1347076 | KB-V1 MDR cells viability, CellTiter-Glo, 72 h; note: potency is the fitted concentration of half-maximal effect; % is set by controls: 0 for no effect and ±100 for the full control effect; nearly all actives have a fitted effect of over 60% in size
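KB-V1 cells (P-gp-expressing MDR subline of KB-3-1) in phenol-red-free DMEM with 10% FBS were exposed to library compounds over a concentration series for 72 h at 37 degrees C. Viability read by CellTiter-Glo luminescence; concentration-effect curves fitted after normalization.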
Numbers without * were called inactive; i = inactive; ? = inconclusive; / = no result given; [ ] = remark or other dose. Unless noted, calls come from the whole dose curve; as a rule, active = well fitted curve in the direction sought with a large enough effect; inconclusive = small, poorly fitted or top-dose-only effect, or another doubt; inactive = no such curve, though single readings can be large; an effect the other way counts as inactive or inconclusive.

SMILES	HT1080 IDH1KD tx	HT1080-NT tox	ATXN2 expr inh	MCF10A rereplic	S2 tox	IL-1B inflam inh	SW480 rereplic	KB-3-1 tox	KB-V1 MDR tox
Cc1nn(-c2ccccc2)c2sc(C(=O)N(CC(=O)NC(C)(C)C)Cc3ccco3)cc12	?	?	0%	18µM*	i	-19	1%	?	?
Cc1c(Cl)cccc1NC(=O)CSc1nc(=O)n(Cc2ccccn2)c2c1CCC2	/	/	2%	/	i	/	/	0%	-11%
Cc1ccsc1/C=C1/SC(=O)N(CC(=O)N2CCCC2)C1=O	6%	-1%	15%	4%	i	-25	1%	4%	-15%
COc1ccc(S(=O)(=O)NCc2csc(-c3cccnc3)n2)cc1	5%	13%	-14%	-3%	?	-2	-1%	0%	0%
Cc1cc(C)c(S(=O)(=O)NCc2ccc3c(c2)cc(C)n3C)c(C)c1	-3%	-4%	-8%	?	i	36	25%	-21%	-13%
O=C(CSc1nnc(Cc2cccs2)n1Cc1ccco1)Nc1ccc(Br)cc1	-14%	-3%	-11%	4%	i	-2	9%	1%	-27%
CSCCC(=O)N1CCN(CC(=O)N2CCCC2)CC1	13%	5%	-5%	0%	i	13	-6%	9%	-1%
Cc1cc([N+](=O)[O-])nn1CC(=O)N1CCN(Cc2ccccc2)CC1	0%	0%	-22%	9%	i	15	-13%	21%	0%
Cc1ccc(S(=O)(=O)N(CC(=O)N2CCN(c3ccccc3F)CC2)C2CCCCC2)cc1	-11%	-1%	-11%	10%	i	?	4%	?	4.6µM*
CC(=O)OC1(C(C)=O)CCC2C3CC4OC45CC(O)CCC5(C)C3CCC21C (stereo unspecified)	6%	?	-5%	4%	i	24	-21%	5%	5%
COc1ccc(C=NCCC2(O)CC(C)N(C)CC2C)cc1 (stereo unspecified)	-1%	-3%	1%	-1%	i	-5	0%	-9%	4%
Cc1c(NC(=O)COC(=O)Cn2cc(C(F)(F)F)ccc2=O)cccc1[N+](=O)[O-]	0%	-5%	13%	10%	i	0	15%	0%	-28%
Nc1nc(=S)c2ncn(C3CCCCC3)c2[nH]1	-11%	?	2%	7%	i	-4	-1%	-7%	-9%
COc1ccc(C2/C(=C(/O)c3ccc4c(c3)CC(C)O4)C(=O)C(=O)N2CCCN2CCOCC2)cc1OC (stereo unspecified)	5%	6%	2%	-1%	i	9	-12%	/	/
Cc1ccc(/C=N/NC(=O)C2CC(=O)N(c3ccccc3)C2)s1 (stereo unspecified)	-11%	-3%	-9%	10%	i	0	?	-1%	-10%
CCN(CC)CCn1c2ccccc2c2n[nH]c(=S)nc21	-1%	-7%	2%	-15%	i	33	3%	-8%	-9%
CCCNCC1C(Oc2ccc(Cl)cc2Cl)C(=O)N1c1cccc(C)c1C (stereo unspecified)	?	?	/	?	?	-53*	?	-10%	?
Cn1c(=O)[nH]c(=O)c2c1nc(NCCc1ccccc1)n2CC(O)COc1ccccc1 (stereo unspecified)	-21%	-9%	13%	-5%	i	-12	-5%	-6%	?
CCn1cnc2c([N+](=O)[O-])c(NS(=O)(=O)c3ccc(C)cc3)ccc21	0%	9%	5%	-4%	i	14	-4%	9%	-4%
Cc1c(NC(=S)N/N=C/c2ccc(Br)cc2)c(=O)n(-c2ccccc2)n1C	-9%	-13%	-19%	-2%	i	-21	-4%	11%	9%

Record cards, from the list above:
`Cc1cc([N+](=O)[O-])nn1CC(=O)N1CCN(Cc2ccccc2)CC1` as listed: HT1080 IDH1KD tx: 0%; HT1080-NT tox: 0%; ATXN2 expr inh: -22%; MCF10A rereplic: 9%; S2 tox: i; IL-1B inflam inh: 15; SW480 rereplic: -13%; KB-3-1 tox: 21%; KB-V1 MDR tox: 0%
`Nc1nc(=S)c2ncn(C3CCCCC3)c2[nH]1` as listed: HT1080 IDH1KD tx: -11%; HT1080-NT tox: ?; ATXN2 expr inh: 2%; MCF10A rereplic: 7%; S2 tox: i; IL-1B inflam inh: -4; SW480 rereplic: -1%; KB-3-1 tox: -7%; KB-V1 MDR tox: -9%
`O=C(CSc1nnc(Cc2cccs2)n1Cc1ccco1)Nc1ccc(Br)cc1` as listed: HT1080 IDH1KD tx: -14%; HT1080-NT tox: -3%; ATXN2 expr inh: -11%; MCF10A rereplic: 4%; S2 tox: i; IL-1B inflam inh: -2; SW480 rereplic: 9%; KB-3-1 tox: 1%; KB-V1 MDR tox: -27%

Among those listed so far, 3 have two or more sulfur atoms:
SMILES	HT1080 IDH1KD tx	HT1080-NT tox	ATXN2 expr inh	MCF10A rereplic	S2 tox	IL-1B inflam inh	SW480 rereplic	KB-3-1 tox	KB-V1 MDR tox
Cc1ccsc1/C=C1/SC(=O)N(CC(=O)N2CCCC2)C1=O	6%	-1%	15%	4%	i	-25	1%	4%	-15%
COc1ccc(S(=O)(=O)NCc2csc(-c3cccnc3)n2)cc1	5%	13%	-14%	-3%	?	-2	-1%	0%	0%
O=C(CSc1nnc(Cc2cccs2)n1Cc1ccco1)Nc1ccc(Br)cc1	-14%	-3%	-11%	4%	i	-2	9%	1%	-27%

The list goes on.
SMILES	HT1080 IDH1KD tx	HT1080-NT tox	ATXN2 expr inh	MCF10A rereplic	S2 tox	IL-1B inflam inh	SW480 rereplic	KB-3-1 tox	KB-V1 MDR tox
O=C(COc1ccccc1)Nc1ncn[nH]1	1%	0%	/	14%	i	-5	-24%	7%	3%
COc1cccc(CN2CCC2(C)C(=O)Nc2cnc3ccccc3c2)c1F (stereo unspecified)	?	-27%	0%	/	?	0	/	0%	?
O=C1c2ccccc2NC(c2ccccn2)N1c1ccccc1F (stereo unspecified)	-2%	5%	3%	3%	i	-8	-1%	3%	?
CC(C)C(NC(=O)c1c(F)cccc1F)C(=O)NCCc1ccc(S(N)(=O)=O)cc1 (stereo unspecified)	16%	12%	0%	12%	/	18	-7%	3%	1%
COc1cccc(-c2nc(SCC(=O)Nc3nc(-c4ccccc4)c(C)s3)[nH]c(=O)c2C#N)c1	5%	-2%	21%	?	/	13	-35%[inhibitor]	12%	12%
CCSc1nc2sc3c(c2c(=O)n1-c1ccc(C)c(Cl)c1)CCN(C(C)=O)C3	/	/	-2%	/	?	/	/	7%	6%
CCN(CC)Cc1c(O)ccc2c(=O)c(-c3ccc4c(c3)OCCO4)coc12	-8%	-6%	-17%	?	i	1	6%	5%	-5%
O=C(NCCCN1CCOCC1)c1ccc2c(c1)N(Cc1ccc(Cl)cc1)C(=O)c1ccccc1S2=O (stereo unspecified)	0%	-2%	/	-5%	?	-16	-3%	1%	0%
CN(C)CCNC(=O)/C=C/c1cn(-c2ccccc2)nc1-c1cc2ccccc2oc1=O	-2%	6%	-32%	-6%[9.22 µM]	i	8	?	2%	0%
CCOc1ccc(Nc2nc(Cl)nc(NCCO)n2)cc1	1%	-7%	0%	0%	?	-3	2%	0%	-5%
COc1cc2c(cc1CNC[C@H]1O[C@@H](n3cc(C)c(=O)[nH]c3=O)C[C@@H]1O)OCO2	3%	?	-9%	/	i	1	/	2%	13%
Cn1c(=O)c2[nH]c(C3CCC3)nc2n(C)c1=O	-25%	-4%	-8%	20%	i	-9	5%	-9%	?
CC12CCC(=O)C=C1CCC1C2CCC2(C)C(C(=O)CO)CC(O)C12 (stereo unspecified)	27%	7%	3%	1%	i	-8	-1%	-7%	16%
COc1ccc(OC)c(C2NC(=O)NC(C)=C2C(=O)Nc2cc(C)cc(C)c2)c1 (stereo unspecified)	/	/	2%	/	i	/	/	11%	?
O=C(c1ccccc1NS(=O)(=O)c1cccc([N+](=O)[O-])c1)N1CCOCC1	12%	5%	-6%	1%	i	-18	-5%	-10%	2%
CC1(C(=O)NS(=O)(=O)c2ccccc2Cl)CCN1C(=O)Cc1ccccc1Cl (stereo unspecified)	17%	7%	3%	/	i	28	/	0%	15%
CCC1(CC)Cc2ccccc2C2=C(C(=O)N3CCCCC3)C(=O)C(=O)N21	2%	-2%	/	2%	i	-2	7%	-13%	13%
CN(C)c1ccnc(C(=O)O)c1	8%	7%	-8%[11.3 µM]	-7%	i	9	3%	-15%	-2%
Cc1cc(C)cc(OCC(=O)Nc2ccc(N3CCOCC3)cc2N2CCOCC2)c1	-2%	1%	-18%	?	i	0	-3%	?	-39%
CCNc1ccc(Br)cc(C(=O)/C=C/c2c(Cl)cccc2Cl)c1=O	?	?	?	23µM*	?	-96*	?	?	0%
Cn1nc(C(=O)OCC(=O)c2ccc(Br)cc2)c2ccccc2c1=O	6%	0%	3%	0%	i	4	-6%	-6%	-1%
Oc1ccc(Oc2ccc(Oc3ccc(O)cc3)cc2)cc1	-29%	-22%	/	17%	?	54	27%	8%	?
COc1ccccc1Nc1ccncc1[N+](=O)[O-]	0%	-6%	/	1%	i	29	-6%	0%	23%
O=C(CCN1C(=O)c2ccccc2C1=O)Nc1cccc(O)c1	18%	19%	-13%	0%	i	-5	-5%	14%	0%
CCc1nnc(NS(=O)(=O)c2ccc(NC(=O)c3cccc(Br)c3)cc2)s1	-10%	-21%	17%	-1%	i	63	-11%	-2%	?
CCOC(=O)c1cc2n(c1C)-c1ccccc1C2=O	1%	5%	38%	14%	i	5	-21%	7%	?
Oc1ccc(Cl)cc1CNCc1ccc(C(F)(F)F)cc1	12%	13%	-18%	1%	i	?	2%	9%	0%
CCCOc1cccc(C(=O)Nc2cccc3ncccc23)c1	3%	20%	-2%	-2%	i	-1	8%	-13%	-1%
COc1ccc(NC(=O)COc2nc3ccccc3nc2N2CCOCC2)c(OC)c1	0%	11%	-16%	13%	i	-1	0%	-2%	-11%
COc1ccc(OC)c(NC(=O)CSc2nnc(CNC(=O)c3cc(OC)c(OC)c(OC)c3)o2)c1	4%	19%	8%	-2%	i	13	-7%	10%	?
CCc1ccccc1N(CC(=O)N1CCN(c2ccccc2)CC1)S(C)(=O)=O	-8%	2%	-4%	1%	i	-19	1%	1%	-17%
